Screening data: PubChem BioAssay, several laboratories
procasp3 activ: activates human procaspase-3; P42574; recombinant procaspase-3 D3A, Ac-DEVD-pNA absorbance 405 nm; activation, % at 8.5 µM; 0.11% of 330,000 active; AID 463141;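 active = activation above the mean of all tested compounds plus 3 SD, cut at about 21% in these data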;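 also: 0% = DMSO alone and 100% = DMSO wells spiked with extra 5 µM PC-3 D3A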
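Evaluation: percent activation relative to control range; Material: Procaspase-3 D3A mutant, all three cleavage aspartates alanine; Compound: single dose, 8.5 µM nominal compound, 0.8% DMSO; Replication: one well per compound; Signal: absorbance at 405 nm, 0 and 120 min; Schedule: 1 h preincubation plus 2 h reaction at 25 °C.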
EBNA-1 inh: blocks EBNA-1 binding to DNA; EBNA-1 DNA binding, fluorescence polarization; inhibition, % at 14.8 µM; 0.34% of 300,000 active; in the data active = inhibition above about 28%
procasp7 counter: counter-screen: procaspase-7 (human) activation | recombinant procaspase-7, Ac-DEVD-pNA absorbance 405 nm; D23A/D198A/D206A triple mutant, cannot self-cleave; scale: DMSO 0, 5 µM enzyme 100 | activation, % at 8.5 µM | P55210 | 0.093% of 330,000 active;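 active = percent activation above the screen-wide mean plus 3 SD, cut at about 25% in these data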
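Replicates: singlicate. Assay system: Procaspase-7 triple mutant (PC-7 D3A). Signal: 405 nm absorbance of p-nitroaniline. Times: 1 h preincubation, 2 h reaction. Buffer or medium: Zinc-free HEPES pH 7.4 with 300 mM NaCl, 0.01% Triton X-100. Also added: DEVD-pNA substrate. Benchmarks: DMSO wells as 0%, DMSO with 5 µM added PC-7 as 100%.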
AHR activator: human AHR activation; P35869; AHR-responsive luciferase reporter cells, luminescence; activation, % at 5 µM; 2.5% of 320,000 active; in the data active = activation above about 47%;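 also: 0% = vehicle wells and 100% = reference agonist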
Target sequence (P35869 whole entry, looked up): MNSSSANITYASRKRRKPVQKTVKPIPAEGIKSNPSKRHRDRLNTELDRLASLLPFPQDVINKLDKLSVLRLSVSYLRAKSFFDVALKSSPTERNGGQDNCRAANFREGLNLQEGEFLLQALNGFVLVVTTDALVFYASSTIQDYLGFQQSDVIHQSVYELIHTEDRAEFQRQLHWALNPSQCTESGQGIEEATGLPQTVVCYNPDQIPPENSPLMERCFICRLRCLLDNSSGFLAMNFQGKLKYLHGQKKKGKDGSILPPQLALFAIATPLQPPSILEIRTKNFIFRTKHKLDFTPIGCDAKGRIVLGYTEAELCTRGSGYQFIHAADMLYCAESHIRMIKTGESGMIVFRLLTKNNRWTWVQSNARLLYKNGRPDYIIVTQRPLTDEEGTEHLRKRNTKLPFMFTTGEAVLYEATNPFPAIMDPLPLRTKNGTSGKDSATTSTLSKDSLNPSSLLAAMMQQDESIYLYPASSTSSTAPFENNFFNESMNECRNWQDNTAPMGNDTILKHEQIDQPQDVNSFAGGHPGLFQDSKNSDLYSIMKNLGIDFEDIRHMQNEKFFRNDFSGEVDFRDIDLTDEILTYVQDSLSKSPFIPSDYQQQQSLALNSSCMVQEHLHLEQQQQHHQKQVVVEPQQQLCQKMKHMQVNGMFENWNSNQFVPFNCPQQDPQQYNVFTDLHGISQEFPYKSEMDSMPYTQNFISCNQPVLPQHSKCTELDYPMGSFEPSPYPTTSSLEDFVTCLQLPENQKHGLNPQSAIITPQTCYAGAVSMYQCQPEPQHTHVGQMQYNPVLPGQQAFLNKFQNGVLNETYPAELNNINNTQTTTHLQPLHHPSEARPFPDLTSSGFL
RPL19A-GFP yeast: yeast TOR pathway RPL19A-GFP modulation; S. cerevisiae RPL19A-GFP strain, flow cytometry, 3 h; stronger effect = lower value; 0.3% of 330,000 active; percent response vs DMSO, % at 10 µM;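 active = percent response vs DMSO below 50%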;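 also: median channel GFP fluorescence of the barcoded RPL19A-GFP strain; ratio of sample median GFP to plate DMSO average so 100% = DMSO; lower means less RPL19A-GFP as with rapamycin TOR inhibition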
ZTA DNA inh: blocks Epstein-Barr virus ZTA, an EBNA-1 counter-screen; P03206; ZTA-DNA binding, fluorescence polarization; inhibition, % at 11 µM; 0.15% of 320,000 active; AID 2234; in the data active = inhibition above about 33%
MEP2 TOR yeast: modulators of TOR pathway MEP2-GFP in S. cerevisiae; S. cerevisiae MEP2-GFP strain, flow cytometry GFP, 3 h; 100% = DMSO control level; GFP response vs DMSO, % at 10 µM; 0.51% of 330,000 active; AID 2016;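 active = GFP response versus DMSO above a set limit, roughly screen mean plus 3 SD, cut at about 180% in these data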;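 also: median GFP fluorescence of the barcode-gated MEP2-GFP cells per well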
LAP4 TOR yeast: alters LAP4-GFP fluorescence in TOR pathway yeast screen; GFP response vs DMSO, % at 10 µM; S. cerevisiae LAP4-GFP multiplex, flow cytometry GFP, 3 h; median GFP as percent of DMSO wells; AID 2023; 0.34% of 320,000 active;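 active = GFP response vs DMSO above a set limit, about the screen mean plus 3 SD, cut at about 150% in these data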
* marks the source's active call; other numbers are inactive results; · = no result given.

entry	Compound	AHR activator	MEP2 TOR yeast	ZTA DNA inh	LAP4 TOR yeast	RPL19A-GFP yeast	EBNA-1 inh	procasp7 counter	procasp3 activ
1	O=c1c2c3c(sc2nc2n1CCCCC2)CCCCC3	7	102	-1	107	100	4	-12	-4
2	Cc1ccc(CSc2nc3nc(C)cc(C)n3n2)cc1	-2	102	-9	91	107	-1	15	0
3	Cc1ccc(C(CC(=O)NCc2ccco2)c2ccc(OC(C)C)cc2)cc1 (stereo unspecified)	0	98	-16	76	96	-3	1	-2
4	O=C(Nc1ccccc1)c1[nH]ncc1[N+](=O)[O-]	16	97	9	95	95	-7	-7	-1
5	CC(C)(C)c1ccc(OCC(O)CN2CCN(c3ccccn3)CC2)cc1 (stereo unspecified)	-3	92	6	97	97	-5	6	-12
6	O=C(NCc1cccs1)C1CC(c2ccc(F)cc2)=NO1 (stereo unspecified)	0	103	-4	101	108	-2	10	12
7	CCOc1ccccc1NC(=O)C1CCCN1S(=O)(=O)c1ccccc1C(F)(F)F (stereo unspecified)	4	100	19	112	99	·	12	-8
8	CC(NC(=O)/C(C#N)=C1\N=C(NC(=O)c2ccco2)c2ccccc21)c1ccccc1 (stereo unspecified)	2	99	-18	107	97	16	-4	-4
9	Cc1nnc(SCC(=O)Nc2nc(C(C)(C)C)cs2)s1	3	104	-5	100	98	3	0	2
10	Cc1ccsc1C(=O)Nc1nnc(-c2ccco2)o1	2	104	3	97	100	6	6	-2
11	Cc1nc(C(=O)NC2CCOCC2)sc1C1(C)CC(c2ccccc2)=NO1 (stereo unspecified)	2	94	-1	98	97	-1	2	3
12	CCOc1cc(/C=N/NC(=O)c2ccncc2)ccc1OS(C)(=O)=O	5	106	-4	94	100	-5	5	-7
13	O=C(OCc1cc([N+](=O)[O-])cc2c1OCOC2)c1ccc2ccccc2n1	8	95	13	99	95	-10	-2	0
14	CCCC(=O)NC(C)c1nc2ccccc2n1C (stereo unspecified)	-2	99	1	104	101	8	-4	-4
15	CC(C(=O)O)N(C(=O)c1ccccc1)c1ccc(F)cc1 (stereo unspecified)	-1	102	4	93	95	2	6	1
16	CCCCN1C[C@H](O)[C@@H](O)[C@H](O)[C@H]1CO	-3	99	12	109	103	1	8	6
17	Cc1noc2ncnc(Sc3ccccc3Cl)c12	0	102	9	118	100	-3	-3	2
18	CCn1cc(C(=O)NCc2ccc(OC)cc2)c(=O)c2ccc(C)nc21	1	104	9	83	101	-1	-3	-1
19	CCN(CC)CCNC(=O)c1ccccc1N	3	98	-25	94	95	-2	5	-2
20	CNc1nc2ccccc2n(C)c1=O	-1	102	6	101	99	7	-3	1
21	Cc1ccc(NC(=O)C2CCN(S(=O)(=O)c3c(C)n[nH]c3C)CC2)c(C)c1	3	109	6	97	99	6	-1	1
22	CC(=O)c1cccc(NC(=O)NCc2cccnc2)c1	19	104	0	103	96	-9	2	5
23	Cc1cccc(CSCc2ccc(C(=O)NC(C)C)o2)c1	1	259*	6	130	104	-3	-2	-6
24	COc1ccc(C2=NOC(C(=O)NCc3ccc(F)cc3)C2)cc1OC (stereo unspecified)	-2	110	9	103	96	9	3	0
25	Cc1ccc(C(=O)N2CCC(n3nccc3NC(=O)Nc3cccc(F)c3)CC2)cn1	0	104	-6	101	100	7	5	4
26	CCCSc1ccc([C@H]2N[C@@](Cc3ccccc3)(C(=O)OC)[C@H]3C(=O)N(CC)C(=O)[C@@H]23)cc1	-1	94	-4	127	96	1	9	1
27	CCOC(=O)[C@H]1[C@H]2COc3ccc(C)cc3[C@@H]2N2C(=O)c3cc(Cl)ccc3NC(=O)[C@@]12C	19	92	-12	137	100	-10	-1	1
28	CC(C)C[C@H](NC(=O)[C@@H](O)[C@H](N)Cc1ccccc1)C(=O)O	-1	94	-7	106	100	-10	-6	-9
29	Cc1ccc2cc3cc(C(=O)N4CCN(Cc5ccccc5)CC4)sc3nc2c1	2	100	3	99	99	-1	2	-1
30	CCCCCCc1nc2ccccc2c(=O)n1N	2	101	-4	98	100	-3	10	0

3 compounds from above, sorted by their value in procasp3 activ, smallest number first.
entry | mol | AHR activator | MEP2 TOR yeast | LAP4 TOR yeast | RPL19A-GFP yeast | EBNA-1 inh | procasp3 activ
28 | CC(C)C[C@H](NC(=O)[C@@H](O)[C@H](N)Cc1ccccc1)C(=O)O | -1 | 94 | 106 | 100 | -10 | -9
29 | Cc1ccc2cc3cc(C(=O)N4CCN(Cc5ccccc5)CC4)sc3nc2c1 | 2 | 100 | 99 | 99 | -1 | -1
27 | CCOC(=O)[C@H]1[C@H]2COc3ccc(C)cc3[C@@H]2N2C(=O)c3cc(Cl)ccc3NC(=O)[C@@]12C | 19 | 92 | 137 | 100 | -10 | 1

Following part
entry	Compound	AHR activator	MEP2 TOR yeast	ZTA DNA inh	LAP4 TOR yeast	RPL19A-GFP yeast	EBNA-1 inh	procasp7 counter	procasp3 activ
31	CCc1ccc(C2(O)CC(C(F)(F)F)=NN2C(=O)Cc2ccc([N+](=O)[O-])cc2)cc1 (stereo unspecified)	-1	100	-10	107	99	-7	-3	-1
32	Cc1nc(CNS(=O)(=O)c2ccc3c(c2)CCCC3)cs1	-3	92	3	100	91	1	-2	13
33	CCOC(=O)c1[nH]c(C)c(C(=O)OCc2c(C)noc2C)c1C	-4	105	12	98	99	-3	-1	-5
34	CCOc1ccc(C(=O)N2CCN(C(=O)c3ccco3)CC2)cc1OCC	0	106	2	98	102	4	-14	6
35	C[C@]12C=C[C@H](O)CC1=CCC1C2CC[C@@]2(C)C1CCC21OCCO1 (stereo partly specified)	-2	103	·	197*	71	·	-4	-1
36	COc1cccc(C2=NNC(=NCc3ccccc3)SC2)c1	1	98	11	113	108	5	-3	3
37	CSc1ccc(C2(O)Cc3cccc[n+]3C2c2ccccc2)cc1 (stereo unspecified)	4	101	3	117	89	3	0	5
38	Cc1cc(NCc2ccncc2)ccc1Br	16	95	2	88	93	-2	3	2
39	CC(Sc1cccc[n+]1[O-])C(=O)Nc1cccc(S(=O)(=O)N2CCOCC2)c1 (stereo unspecified)	-4	113	16	102	98	2	0	0
40	CNS(=O)(=O)c1cccc(C(=O)NNC(=O)c2ccc(COc3ccccc3)cc2)c1	-6	108	0	88	98	1	-1	3

Four structures out of the list, arranged by heavy-atom count, lowest first:
entry	Compound	AHR activator	MEP2 TOR yeast	ZTA DNA inh	LAP4 TOR yeast	RPL19A-GFP yeast	EBNA-1 inh	procasp7 counter	procasp3 activ
36	COc1cccc(C2=NNC(=NCc3ccccc3)SC2)c1	1	98	11	113	108	5	-3	3
35	C[C@]12C=C[C@H](O)CC1=CCC1C2CC[C@@]2(C)C1CCC21OCCO1 (stereo partly specified)	-2	103	·	197*	71	·	-4	-1
39	CC(Sc1cccc[n+]1[O-])C(=O)Nc1cccc(S(=O)(=O)N2CCOCC2)c1 (stereo unspecified)	-4	113	16	102	98	2	0	0
40	CNS(=O)(=O)c1cccc(C(=O)NNC(=O)c2ccc(COc3ccccc3)cc2)c1	-6	108	0	88	98	1	-1	3

Continuation:
entry	Compound	AHR activator	MEP2 TOR yeast	ZTA DNA inh	LAP4 TOR yeast	RPL19A-GFP yeast	EBNA-1 inh	procasp7 counter	procasp3 activ
41	CSCC[C@H](N)C(=O)N1CCC(C(=O)N[C@H](C)C(=O)NC(C)c2ccccc2)CC1 (stereo partly specified)	0	96	16	100	96	7	-3	2
42	CCCCCCCC1CC(CSC(=N)N)OC1=O (stereo unspecified)	0	102	-28	102	99	-5	12	3
43	FC(F)(F)c1ccc(Sc2nnc(-c3cccs3)n2CC2CCCO2)nc1 (stereo unspecified)	-2	99	2	96	98	4	11	10
44	O=C(NCCc1ccc2c(c1)OCCO2)c1cc2ccccc2o1	1	99	-8	107	101	9	9	11
45	C/C(=N/OC(=O)C1CC1)c1cc(-c2ccc(Cl)cc2)no1	0	105	2	125	93	-3	4	5
46	O=C(COC(=O)C12CC3CC(CC(Br)(C3)C1)C2)NNC(=O)c1ccccc1	-1	100	-6	108	102	·	-3	7
47	O=C(NCc1ccccc1Cl)c1ccc2c(=O)n(CCCN3CCCC3=O)c(=S)[nH]c2c1	-4	101	-11	99	106	-1	3	-1
48	CCc1n[nH]c2c1C(=O)CC(C)(C)C2	1	102	12	97	97	-8	5	-7
49	COCCSc1ccccc1C(=O)Nc1cccnc1	11	96	-5	104	99	-3	-3	-4
50	Cn1c(=O)[nH]c(=O)c2c1nc(SCC(=O)O)n2CCc1ccccc1	0	99	1	96	96	-4	1	-6
51	COc1ccccc1C(c1nnnn1CCc1ccccc1)N1CCCCCC1 (stereo unspecified)	-5	99	-19	95	102	2	-13	-5
52	COC(=O)C(Oc1ccc2c(-c3ccc(OC)cc3)cc(=O)oc2c1)c1ccccc1 (stereo unspecified)	-2	101	13	93	98	-7	-4	10
53	N=C1C(=O)OCC1c1ccccc1NC(=O)CN1CCOCC1 (stereo unspecified)	3	75	9	90	107	14	5	7
54	COc1cccc(/C=N/NC(=O)c2nnn(-c3nonc3N)c2C(C)C)c1	-1	108	-14	106	101	-6	-6	13
55	COc1ccc(/C=N/Nc2ccccn2)cc1O	1	104	-7	111	99	-9	-10	-2
56	COc1ccc(CNC(=O)C(OC(=O)c2nsc(Cl)c2Cl)C(C)C)cc1 (stereo unspecified)	0	95	0	86	89	-5	0	6
57	CCOC(OCC)P(=O)(C(C)C)C(C)C	0	112	-13	105	105	1	6	-5
58	c1ccc(-c2nc3ccccc3nc2N2CCOCC2)cc1	23	96	-3	91	95	-5	-13	-6
59	Cc1ccc(-c2nc(CS(=O)CC(=O)NCCN3CCCCCC3)c(C)o2)cc1 (stereo unspecified)	2	104	-6	93	100	-1	4	3
60	Cc1ccc(OCC(=O)NCC(=O)Nc2ccc(F)cc2)c([N+](=O)[O-])n1	3	109	3	102	106	-16	-4	-2
61	O=C(NCc1ccco1)C(=O)c1cn(CC(=O)N2CCCCCC2)c2ccccc12	1	105	21	103	111	0	9	7
62	CCOc1ccc(N(CC(=O)Nc2ccc(C)cc2)S(C)(=O)=O)cc1	20	99	9	102	97	1	4	7
63	COCCCNC(=S)NNC(=S)Nc1ccc(OC)cc1	4	98	-8	109	99	3	-24	-15

This is a random part of the collection; 3.8% or so of the library scored in one or more.
